Screening results: PubChem, several laboratories
Cardiac RTF inh – cardiac RTF calcium sensitivity inhibitors, primary screen, biochemical, IANBD-TnC fluorescence, EC70 calcium. AID 493244, 2011. actives 0.12% (n = 340,000). inhibition, % at 7.15 µM. IANBD-labeled cardiac RTF, Ca2+ fluorescence. Troponin I, cardiac muscle (Homo sapiens) + Troponin T, cardiac muscle (Homo sapiens) + …;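 active = inhibition above the mean inhibition of all tested compounds plus 3 SD, cut at about 17% in these data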;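 also: assay run at fixed EC70 calcium of 1.6 mM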
DSG3 Ab inh – inhibitors of pemphigus antibody binding to DSG3, primary screen, biochemical, bead-based, flow cytometry, scFv-GFP; binding (percent of control), % at 10 µM; actives 0.48% (n = 310,000); DSG3-coupled beads, scFv-anti-DSG3-GFP binding; active compounds read low;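 active = binding more than 3 SD below its plate's average and above zero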;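 also: hits lower antibody fragment binding to DSG3; some compounds called inactive have numbers as strong as hits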
Target sequence (P32926 whole entry, looked up, the tested form may be a part): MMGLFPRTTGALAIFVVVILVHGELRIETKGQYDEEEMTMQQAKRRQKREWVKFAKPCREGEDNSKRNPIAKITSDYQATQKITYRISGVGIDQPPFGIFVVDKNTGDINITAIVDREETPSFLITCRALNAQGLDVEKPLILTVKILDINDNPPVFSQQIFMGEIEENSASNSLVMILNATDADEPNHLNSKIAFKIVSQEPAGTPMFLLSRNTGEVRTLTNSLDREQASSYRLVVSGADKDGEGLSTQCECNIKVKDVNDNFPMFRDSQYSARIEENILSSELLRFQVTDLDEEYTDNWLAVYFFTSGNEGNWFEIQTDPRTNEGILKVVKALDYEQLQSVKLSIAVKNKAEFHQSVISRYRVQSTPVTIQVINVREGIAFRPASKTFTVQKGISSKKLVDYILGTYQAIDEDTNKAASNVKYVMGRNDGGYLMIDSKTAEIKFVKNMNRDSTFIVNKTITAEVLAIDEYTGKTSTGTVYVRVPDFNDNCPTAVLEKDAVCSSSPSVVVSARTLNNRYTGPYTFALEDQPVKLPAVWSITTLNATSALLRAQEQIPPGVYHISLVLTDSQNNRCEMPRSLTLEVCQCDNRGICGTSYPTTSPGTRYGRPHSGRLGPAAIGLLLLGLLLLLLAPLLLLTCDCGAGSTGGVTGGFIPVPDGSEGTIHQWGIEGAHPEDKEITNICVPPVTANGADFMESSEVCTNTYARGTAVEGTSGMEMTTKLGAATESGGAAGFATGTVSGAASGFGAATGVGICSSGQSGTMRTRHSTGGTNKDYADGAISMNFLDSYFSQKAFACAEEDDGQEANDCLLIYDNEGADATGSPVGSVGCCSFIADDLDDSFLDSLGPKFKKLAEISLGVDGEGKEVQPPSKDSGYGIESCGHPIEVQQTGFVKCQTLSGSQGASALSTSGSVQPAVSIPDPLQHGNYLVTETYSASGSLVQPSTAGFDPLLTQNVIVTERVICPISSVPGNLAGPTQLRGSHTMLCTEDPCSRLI
Wnt act – Wnt/beta-catenin pathway activators, primary screen, cell-based, plate reader, single point; Wnt/beta-catenin reporter cell assay, activator; activation, % at 9.35 µM; actives 1.2% (n = 300,000); in the data active = activation above about 30%, passing the limit was not always enough;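 also: 0% = neutral control wells and 100% = positive control wells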
LANA DNA inh – inhibitors of KSHV C-LANA binding to DNA, primary screen, biochemical, fluorescence polarization, FAM-LBS DNA, MBP-C-LANA, single point; AID 504423, 2011; inhibition, % at 9 µM; actives 0.078% (n = 340,000);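 active = highest replicate inhibition at or above 60% at 9 µM, even if other replicates fall short; inactive = all replicates below 60% inhibition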;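 also: 0% = neutral control wells and 100% = 4 µM acridine orange control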
Arrestin-AP2 inh – inhibitors of beta-arrestin/AP2 binding, primary screen, biochemical, GPCR trafficking, flow cytometry; AID 504490, 2011; FITC-arrestin peptide / GST-AP2 beads; AP2 beta2 appendage carries R879A mutation; actives 0.31% (n = 340,000); inhibition, % at 10 µM;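 active = inhibition above a set limit, near 3 SD of compounds lacking own fluorescence, cut at about 54% in these data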;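 also: plate controls were DMSO wells for no effect and 5 µM unlabelled arrestin peptide for full effect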
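System: GST-AP2 R879A glutathione beads; medium: PBS, Tween 20 0.05%, BSA 0.1%; reagent: fluorescein-tagged arrestin peptide at 50 nM final; schedule: pre-incubation 12 min, peptide binding 1 h, room temperature; detection: flow cytometry, FL1 (488/535 nm); read-out: inhibition as reduced fluorescein signal on beads, percent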
OPRM1-OPRD1 inv – inverse agonists of MOR-DOR heterodimerization, primary screen, cell-based, luminescence; Mu-type opioid receptor (Homo sapiens) + Delta-type opioid receptor (Homo sapiens), …; cell-based MOR-DOR heterodimer luminescence, inverse agonism; inhibition, % at 9.3 µM; actives 0.21% (n = 340,000); in the data active = inhibition above about 22%, passing the limit was not always enough;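 also: 0% = cells with DMSO and 100% = wells without cells with DMSO; values of inactives mirror those of a sister screen read the other way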
cardiac RTF act – cardiac RTF calcium sensitivity activators, primary screen, biochemical, IANBD-TnC fluorescence, EC20 calcium. actives 0.24% (n = 340,000). Troponin I, cardiac muscle (Homo sapiens) + Troponin T, cardiac muscle (Homo sapiens) + …. activation, % at 7.2 µM. AID 493008, 2010. IANBD-labeled TnC RTF fluorescence at EC20 calcium; 0% EC20 calcium, 100% full calcium;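 active = activation above the mean over all tested compounds plus 3 SD, cut at about 30% in these data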;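 also: rise in fluorescence read as greater calcium sensitivity of cardiac thin filaments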
V-ATPase pHluor – regulators of yeast V-ATPase proton pumping, primary screen, pHLuorin cytosolic pH fluorescence | actives 0.37% (n = 350,000) | S. cerevisiae | AID 504577, 2011 | response, % at 10 µM; in the data active = response mostly above about 7.3%, no sharp cut-off; inactive = mostly below about 5.4%; also: actives read high; inactives centre near 0; some compounds called inactive have numbers as strong as hits; reference of the scale not given here
Keap1-Nrf2 PPI – Keap1-Nrf2 protein-protein interaction inhibitors, primary screen, biochemical, fluorescence polarization, single point; actives 0.15% (n = 340,000); AID 504523, 2011; Keap1 Kelch-Nrf2 peptide fluorescence polarization, 1536-well; inhibition, % at 9.4 µM; Kelch-like ECH-associated protein 1 (Homo sapiens), Q14145; in the data active = inhibition above about 12%;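 also: human Keap1 Kelch domain with fluorescein labeled Nrf2 9mer peptide probe; 0% = neutral control wells and 100% = peptide positive control; higher means more block of Keap1 binding to Nrf2 peptide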
OPRM1-OPRD1 ag – agonists of OPRM1-OPRD1 heterodimerization, primary screen, cell-based, luminescence; cells; activation, % at 9.3 µM; actives 0.3% (n = 340,000); AID 504326, 2011; in the data active = activation above about 18%;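 also: 0% = vehicle-treated cells and 100% = reference agonist; values of inactives mirror those of a sister screen read the other way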
* = called active by the depositor; x = no result given. Not a hit list; any-hit rate near 3.1%.

Preview, 2 compounds:
SMILES	Cardiac RTF inh	DSG3 Ab inh	Wnt act	LANA DNA inh	Arrestin-AP2 inh	OPRM1-OPRD1 inv	cardiac RTF act	V-ATPase pHluor	Keap1-Nrf2 PPI	OPRM1-OPRD1 ag
COC(=O)c1ccccc1S(=O)(=O)N1CCCC(c2nc3c(nnn3Cc3ccc(C)cc3)c(=O)[nH]2)C1 (stereo not drawn)	2.7	94.0	-1.2	0.8	-8.3	-8.4	-6.9	0.2	0.3	1.0
CCOc1cc2[nH]c(=O)n(CCCN3CCCC3=O)c(=O)c2cc1OCC	-10.2	104.9	x	0.7	-9.1	10.7	8.7	3.5	-5.2	-1.8

The list itself (from the top)
SMILES	Cardiac RTF inh	DSG3 Ab inh	Wnt act	LANA DNA inh	Arrestin-AP2 inh	OPRM1-OPRD1 inv	cardiac RTF act	V-ATPase pHluor	Keap1-Nrf2 PPI	OPRM1-OPRD1 ag
COC(=O)c1ccccc1S(=O)(=O)N1CCCC(c2nc3c(nnn3Cc3ccc(C)cc3)c(=O)[nH]2)C1 (stereo not drawn)	2.7	94.0	-1.2	0.8	-8.3	-8.4	-6.9	0.2	0.3	1.0
CCOc1cc2[nH]c(=O)n(CCCN3CCCC3=O)c(=O)c2cc1OCC	-10.2	104.9	x	0.7	-9.1	10.7	8.7	3.5	-5.2	-1.8
Cc1ccc(C)n1CCN1CCN(C(=O)CC#N)CC1	-22.9	98.1	3.8	-0.3	-12.2	10.4	2.6	1.2	-9.3	-2.2
Cc1[nH]c2ccccc2c1C(=O)C(=O)Nc1ccc2c(c1)OCO2	-0.9	105.5	11.2	-1.6	0.4	9.9	3.9	-2.5	3.6	-2.0
COC(=O)c1ccc(C)c(NC(=O)COC(=O)C2CC3CCCC(C2)C3=O)c1 (stereo not drawn)	-14.7	106.0	-1.7	0.4	-1.5	9.2	-2.9	1.1	2.0	-1.4
COCCN1C(=O)c2oc3ccccc3c(=O)c2C1c1ccc(O)c(OC)c1 (stereo not drawn)	-2.5	107.4	-0.3	-1.1	3.0	15.5	3.8	-0.7	-4.7	-3.0
COc1ccc(CCNCc2ccc(OCc3ccc(Cl)nc3)c(OC)c2)cc1OC	0.6	x	-0.6	-0.1	-6.1	-1.3	3.1	-0.4	4.3	0.2
Cc1ccc(N(C(=O)c2ccc3c(c2)OCO3)C2C=CS(=O)(=O)C2)cc1C (stereo not drawn)	-2.1	100.5	1.4	-0.1	-8.4	19.6	-1.2	1.2	-2.3	-3.6
CCOCCCN1CN(S(=O)(=O)c2ccc(Cl)cc2)c2nc3ccccc3nc21	-6.9	107.1	x	2.1	10.0	12.9	3.1	2.0	2.6	-2.2
C=CCC1(C#N)C(=S)NC2=C(C(=O)CC(C)(C)C2)C1c1ccc(Br)cc1 (stereo not drawn)	0.8	101.2	-1.2	0.1	-18.1	12.6	2.4	-2.4	-4.7	-2.5
O=[N+]([O-])c1cccc(Cl)c1NCCNc1ncc(C(F)(F)F)cc1Cl	-5.2	115.0	1.0	0.8	4.7	-21.8	1.7	1.4	-2.5	4.8
COc1ccc(S(=O)(=O)N2CCN(c3ccccn3)CC2)cc1OC	-7.3	89.0	x	0.7	25.2	5.8	0.7	-5.1	-0.4	-1.1
CCNc1nc(NCC)n2c(SC(C(=O)Nc3cc(C)ccc3C)c3ccccc3)nnc2n1 (stereo not drawn)	2.3	102.2	-0.8	-3.7	-0.9	-51.2	-5.3	-8.8	-4.8	7.5
c1ccc(Cc2ccc(OCCN3CCOCC3)cc2)cc1	-4.7	115.1	1.9	0.9	10.3	7.7	1.0	1.2	3.4	-1.5
CCCc1cc(Nc2ccccc2C)n2ncnc2n1	-4.7	98.7	0.4	-1.8	-10.4	11.1	0.8	-1.6	-3.7	-2.2
O=C(NNC(=O)C12CC3CC(CC(O)(C3)C1)C2)c1ccccc1O	-0.2	103.5	9.5	-1.9	-13.6	6.3	-3.4	-1.3	-2.3	-0.9
COc1ccc(C2CC(=O)CC(=O)C2n2cncn2)cc1 (stereo not drawn)	-5.5	110.9	x	0.0	-11.1	1.1	0.5	4.6	-3.3	-0.2
O=C1CCCN1c1ccc(S(=O)(=O)N2CCC(c3ccccc3)CC2)cc1	3.3	89.1	x	-1.6	2.1	-3.9	-1.9	6.7	-1.2	0.7
Cc1ccccc1C(=O)N1CCN(c2ccc(NC(=O)c3cccc(OC(C)C)c3)cc2)CC1	-4.0	101.7	-9.2	-0.3	32.9	-4.7	3.4	1.0	-1.4	0.9
CC(C)(C)OC(=O)N1CCC(CC2CC(c3ccccc3)=NO2)(C(=O)NCc2ccccc2)CC1 (stereo not drawn)	-8.0	129.7	-2.8	1.4	-0.7	13.1	-6.2	0.3	2.4	-2.3
COc1ccc(-c2c(C)nc(N)nc2-c2ccc(OCc3ccc(C)cc3)cc2O)cc1OC	8.8	72.6	x	1.4	9.4	-8.9	-1.1	-6.8	-3.7	1.7
O=C(Nc1nc(-c2cccs2)cs1)c1ccc(S(=O)(=O)N2CCCC2)cc1	-0.7	96.2	-2.2	0.2	9.7	-11.9	-1.1	-1.3	-6.7	2.1
O=C(COc1cccc2ccccc12)N/N=C/c1ccncc1	1.8	107.4	-0.1	0.9	-0.7	16.6	-1.8	0.7	-4.0	-3.4
Cc1ccc(CNC(=O)c2ccc(S(=O)(=O)N(C)C)cc2)n1C	-32.5	99.6	-4.3	1.2	-3.9	18.1	-0.7	-0.8	1.6	-3.4
COc1ccc(OCC(O)CNCCOc2ccccc2OC)c(C(C)(C)C)c1 (stereo not drawn)	-1.8	102.0	-0.4	0.7	-5.2	-32.5	-8.8	-0.3	-4.0	7.3
C=CC(=O)Nc1cccc(Oc2ccnc(Nc3ccc(N4CCN(C)CC4)cc3)n2)c1	0.5	108.4	-9.1	-1.0	-4.7	3.2	2.8	-1.2	-4.3	-0.6
COc1cc(S(=O)(=O)NCc2ccc3c(c2)OCO3)ccc1F	-17.1	97.1	1.0	-3.0	26.5	8.2	1.1	-0.7	-6.1	-1.6
Cc1cccc(NC(=O)CN2C(=O)NC3(CCCCCCC3)C2=O)c1C	7.5	128.4	-0.9	1.6	-11.2	23.1	-3.6	1.9	-4.3	-4.4
C=CCOC(=O)CCC(=O)Nc1cccc2ccccc12	0.5	x	-0.1	-0.8	2.8	9.9	-2.7	3.6	-1.5	-2.4
O=C(CCCOc1ccccc1)NN1C(=O)NC2(CCCCC2)C1=O	4.8	101.0	1.9	-3.3	24.1	6.1	4.6	8.7	-3.9	-0.9
CC(=O)c1cccc(N(C(=O)CNC(=O)c2ccco2)C(C(=O)NCc2ccco2)c2ccccc2)c1 (stereo not drawn)	-0.3	107.0	-1.5	0.0	33.9	21.7	2.7	-2.5	-3.0	-4.2
COC(=O)c1ccccc1Oc1cnc2ccccc2n1	-4.4	113.6	0.9	-0.5	-0.7	7.8	4.2	-0.1	2.5	-1.7
CC(=O)Nc1sc(C)c(C)c1C(=O)OCC(=O)Nc1ccccc1	-1.6	102.3	1.9	-0.6	-8.1	4.1	0.2	-0.6	-0.3	-1.1
COc1cc(NC(=O)Cc2ccccc2OC)cc(OC)c1	-12.8	105.6	0.2	-1.1	9.5	3.2	3.0	x	3.1	-0.6
O=C(NCCc1ccc(Cl)cc1)C1CCCN1C(=O)NCc1ccccc1 (stereo not drawn)	-2.2	93.2	2.9	-2.1	1.2	6.0	-4.8	1.0	0.7	-1.3
Cc1cc2oc(=O)cc(CN3CCN(S(=O)(=O)c4ccc5c(c4)OCCO5)CC3)c2cc1C	2.9	x	-5.1	1.5	25.5	21.8	-6.3	0.4	-3.5	-3.6
Cc1nn(C)c(Cl)c1S(=O)(=O)N[C@@H](c1ccccc1)[C@]1(C)C[C@H]1[C@@H](C)C(=O)Nc1ccc2ccccc2c1	-5.8	98.5	-4.5	0.4	36.9	6.0	5.8	-2.2	-2.5	-1.1
CSc1ccc(C(c2c(C(=O)O)[nH]c3ccccc23)c2c(C(=O)O)[nH]c3ccccc23)cc1	0.9	107.5	-1.3	0.8	8.0	1.6	-1.7	0.1	-3.7	-0.3
CCCS(=O)(=O)N1CCN(C(=O)CCC2CCCC2)CC1	-6.5	x	-2.2	0.1	7.1	14.5	1.5	2.2	-2.5	-2.7
CCOC(=O)c1c(C)n(CCNC(C)=O)c2ccc(OC)cc12	-1.8	117.7	18.0	-2.5	8.2	5.9	-2.6	1.0	-1.0	-1.1

A different layout for part of the listing above.
Each structure is followed by: Cardiac RTF inh | DSG3 Ab inh | Wnt act | LANA DNA inh | Arrestin-AP2 inh | OPRM1-OPRD1 inv | cardiac RTF act | V-ATPase pHluor | Keap1-Nrf2 PPI | OPRM1-OPRD1 ag
- CCOC(=O)c1c(C)n(CCNC(C)=O)c2ccc(OC)cc12
    -1.8 | 117.7 | 18.0 | -2.5 | 8.2 | 5.9 | -2.6 | 1.0 | -1.0 | -1.1
- O=C(NCCc1ccc(Cl)cc1)C1CCCN1C(=O)NCc1ccccc1 (stereo not drawn)
    -2.2 | 93.2 | 2.9 | -2.1 | 1.2 | 6.0 | -4.8 | 1.0 | 0.7 | -1.3
- CC(=O)c1cccc(N(C(=O)CNC(=O)c2ccco2)C(C(=O)NCc2ccco2)c2ccccc2)c1 (stereo not drawn)
    -0.3 | 107.0 | -1.5 | 0.0 | 33.9 | 21.7 | 2.7 | -2.5 | -3.0 | -4.2
- CSc1ccc(C(c2c(C(=O)O)[nH]c3ccccc23)c2c(C(=O)O)[nH]c3ccccc23)cc1
    0.9 | 107.5 | -1.3 | 0.8 | 8.0 | 1.6 | -1.7 | 0.1 | -3.7 | -0.3
- COC(=O)c1ccccc1Oc1cnc2ccccc2n1
    -4.4 | 113.6 | 0.9 | -0.5 | -0.7 | 7.8 | 4.2 | -0.1 | 2.5 | -1.7
- Cc1nn(C)c(Cl)c1S(=O)(=O)N[C@@H](c1ccccc1)[C@]1(C)C[C@H]1[C@@H](C)C(=O)Nc1ccc2ccccc2c1
    -5.8 | 98.5 | -4.5 | 0.4 | 36.9 | 6.0 | 5.8 | -2.2 | -2.5 | -1.1
